From PubChem BioAssay
FAS-TE inh – FAS thioesterase domain inhibitors, primary screen, biochemical, fluorescence intensity, uHTS; Fatty acid synthase (Homo sapiens), P49327; recombinant FAS-TE, OMFH fluorogenic substrate, fluorescence endpoint; inhibition, % at 15 µM; 360,000 compounds, 0.67% hits;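 active = compounds whose normalised, plate-corrected inhibition of enzyme fluorescence in the single-dose primary screen is 50% or more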;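 note: 0% = DMSO with enzyme and 100% = substrate without enzyme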
SKN-1 inh – suppressors of acrylamide-induced Pgst-4::GFP reporter in worms, primary screen, SKN-1 inhibitor project, whole organism, uHTS, GFP/RFP fluorescence ratio, strain VP596 | C. elegans VP596 Pgst-4::GFP/RFP ratio, 24 h | inhibition, % at 21.8 µM | 360,000 compounds, 0.49% hits | AID 624304, 2012;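 active = interference check ratio from 0.5 to 1.5 plus GFP to RFP signal ratio inhibition reaching or exceeding a fixed threshold, cut at about 30% in these data, passing the limit was not always enough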; note: some compounds called inactive have numbers as strong as hits
NRP1-CendR mod – modulators of CendR peptide binding to NRP-1, primary screen, biochemical, fluorescence polarization, uHTS; Neuropilin-1 (Homo sapiens), O14786; FAM-RPARPAR peptide binding to NRP-1; inhibition, % at 25 µM; 360,000 compounds, 0.85% hits;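 active = inhibition or corrected inhibition above about 18%, plus a signal ratio from 0.5 to 1.5, limit read from the data, passing the limit was not always enough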; note: strong numbers were not always called active
Target sequence (O14786 whole entry, looked up): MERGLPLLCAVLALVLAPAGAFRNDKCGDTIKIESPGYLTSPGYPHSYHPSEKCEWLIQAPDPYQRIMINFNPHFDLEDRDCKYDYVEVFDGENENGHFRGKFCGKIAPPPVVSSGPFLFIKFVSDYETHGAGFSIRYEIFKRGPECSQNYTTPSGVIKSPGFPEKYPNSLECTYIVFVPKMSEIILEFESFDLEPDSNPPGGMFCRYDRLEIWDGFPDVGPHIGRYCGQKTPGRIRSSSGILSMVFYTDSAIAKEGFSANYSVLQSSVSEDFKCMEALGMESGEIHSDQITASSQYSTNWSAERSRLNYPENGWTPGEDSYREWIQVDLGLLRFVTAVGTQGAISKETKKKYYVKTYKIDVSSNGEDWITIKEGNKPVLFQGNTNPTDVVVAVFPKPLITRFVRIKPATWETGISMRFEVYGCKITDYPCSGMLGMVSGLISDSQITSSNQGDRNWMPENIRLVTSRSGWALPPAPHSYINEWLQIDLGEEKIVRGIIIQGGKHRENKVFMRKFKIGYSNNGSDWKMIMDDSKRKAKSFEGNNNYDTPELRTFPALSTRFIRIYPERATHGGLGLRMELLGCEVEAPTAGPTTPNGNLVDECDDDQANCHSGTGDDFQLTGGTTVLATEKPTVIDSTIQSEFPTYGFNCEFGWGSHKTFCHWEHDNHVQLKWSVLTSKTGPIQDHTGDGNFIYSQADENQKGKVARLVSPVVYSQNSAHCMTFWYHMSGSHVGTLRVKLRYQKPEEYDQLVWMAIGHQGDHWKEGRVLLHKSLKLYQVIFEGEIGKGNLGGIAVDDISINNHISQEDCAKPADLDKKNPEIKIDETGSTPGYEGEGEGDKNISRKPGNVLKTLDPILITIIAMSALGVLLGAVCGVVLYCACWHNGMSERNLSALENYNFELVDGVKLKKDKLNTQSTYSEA
MsrA inh – bovine MsrA enzyme inhibitors, primary screen, biochemical, absorbance, HTS; 360,000 compounds, 0.75% hits; inhibition, % at 15.5 µM; purified bovine MsrA, absorbance read-out; in the data active = inhibition above about 4.5%;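 note: 0% = vehicle wells with enzyme and 100% = reference inhibitor wells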
PABP1 MLLE inh – inhibitors of PABP1 MLLE–PAM2 peptide binding, primary screen, biochemical, fluorescence polarization, FITC-PAM2, GST-MLLE. Polyadenylate-binding protein 1 (Homo sapiens), P11940. inhibition, % at 20 µM. 360,000 compounds, 0.36% hits. AID 588489, 2011; in the data active = inhibition above about 35%, passing the limit was not always enough;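 note: plate controls were DMSO wells with GST-MLLE for no effect and wells lacking GST-MLLE protein for full effect; some results filed as inactive read as strong as hits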
MsrA act – bovine MsrA enzyme activators, primary screen, biochemical, absorbance, HTS; activation, % at 10.6 µM; purified bovine MsrA, absorbance read-out; 360,000 compounds, 0.3% hits; Methionine sulfoxide reductase A (Bos taurus); in the data active = activation above about 7.5%;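 note: 0% = vehicle and 100% = reference activator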
Tb MetRS inh – T. brucei MetRS inhibitors, primary screen, biochemical, luminescence | purified T. brucei MetRS, ATP depletion, Kinase-Glo luminescence | methionyl-tRNA synthetase (Trypanosoma brucei brucei) | 360,000 compounds, 0.4% hits | AID 624268, 2012 | inhibition, % at 11.9 µM;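 active = inhibition above a per-plate cutoff of the control wells' mean inhibition plus 3 SD, cut at about 5.5% in these data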;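 note: 0% = DMSO wells median and 100% = median of wells with control inhibitor compound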
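Material – parasite MetRS enzyme · Medium – HEPES-MgCl2-KCl buffer plus DTT, spermine, BSA, pyrophosphatase · Reagent – ATP, methionine and E. coli bulk tRNA substrates · Times – 15 min enzyme-compound preincubation, 2 h reaction, 10 min detection, 25 °C · Measured by – luminescence of leftover ATP · Evaluation – percent inhibition relative to median high and low control wells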
MT1-MMP act inh – blockers of MT1-MMP proenzyme processing, primary screen, HT1080 RFP-PRO-GFP cells, GFP/RFP fluorescence | Matrix metalloproteinase-14 (Homo sapiens), P50281 | GFP/RFP ratio fluorescence, overnight; percent of plate control window, DMSO zero | GFP/RFP ratio change, % at 20 µM | 360,000 compounds, 0.061% hits;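 active = GFP/RFP ratio change of at least 30% with cell ATP level not reduced by more than half and red fluorescence within 50% of control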; note: strong numbers were not always called active
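Assay system: RFP-PRO-GFP reporter HT1080 cells; read-out basis: GFP/RFP fluorescence ratio; benchmarks: DMSO wells and RFP-L50D-GFP cells; doses: 20 µM single dose, 1% DMSO; schedule: overnight cell settling, then overnight compound exposure, 37 °C, 5% CO2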
eLon inh – inhibitors of E. coli Lon protease, primary screen, biochemical, fluorescence polarization | 360,000 compounds, 0.42% hits | purified E. coli Lon protease | AID 602123, 2011 | inhibition, % at 7.94 µM; in the data active = inhibition above about 13%, passing the limit was not always enough;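 note: 0% = enzyme with probe and DMSO and 100% = no enzyme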
An asterisk follows results filed as active. No enrichment for hits; about 4% have a hit in one of these screens.

Screening Cc1csc(NC(=O)C2CCN(S(=O)(=O)c3ccccc3F)CC2)n1 returned FAS-TE inh 10, SKN-1 inh -8, NRP1-CendR mod 3, MsrA inh 0.7, PABP1 MLLE inh 3, MsrA act -2, Tb MetRS inh 0.3, MT1-MMP act inh -5 and eLon inh 5.
Oc1ccc(-c2cn3c(n2)SCC3)cc1 was read as FAS-TE inh -8, SKN-1 inh -8, NRP1-CendR mod -1, MsrA inh 0.0, PABP1 MLLE inh 21, MsrA act -2, Tb MetRS inh 1.2, MT1-MMP act inh 0 and eLon inh 2.
For Cc1ccc(CNS(=O)(=O)c2ccc(Cl)s2)cc1 the results were FAS-TE inh 3, SKN-1 inh -1, NRP1-CendR mod -5, MsrA inh -0.3, PABP1 MLLE inh 19, MsrA act -4, Tb MetRS inh 0.0, MT1-MMP act inh 1 and eLon inh -3.
`CC[C@H]1c2[nH]c3ccc(C(C)C)cc3c2[C@@H]2CCN3C(=O)CCC[C@H]1[C@H]23` gave FAS-TE inh 4, SKN-1 inh 4, NRP1-CendR mod 14, MsrA inh 0.2, PABP1 MLLE inh 12, MsrA act -1, Tb MetRS inh -0.2, MT1-MMP act inh 2 and eLon inh 5.
`COCCCNCCCCOc1cccc(Br)c1` gave FAS-TE inh -14, SKN-1 inh 14, NRP1-CendR mod 3, MsrA inh -0.1, PABP1 MLLE inh -9, MsrA act -6, Tb MetRS inh 0.4, MT1-MMP act inh 2 and eLon inh 3.
Cc1ccc(NC(=O)C2CC(=O)N(Cc3ccccc3)C2)cc1S(=O)(=O)N1CCCCCC1 (stereo not given) was read as FAS-TE inh 0, SKN-1 inh -1, NRP1-CendR mod -15, MsrA inh -0.8, PABP1 MLLE inh -24, MsrA act -2, Tb MetRS inh -0.6, MT1-MMP act inh 1 and eLon inh -3.
Screening CC(=NCc1ccc2c(c1)OCO2)C1=C(O)c2ccccc2C1=O returned FAS-TE inh 14, SKN-1 inh 5, NRP1-CendR mod 2, MsrA inh 0.7, PABP1 MLLE inh 16, MsrA act -3, Tb MetRS inh 0.1, MT1-MMP act inh 5 and eLon inh 8.
`COc1ccc(OC)c(CN2CCN(Cc3cccc4ccccc34)CC2)c1` gave FAS-TE inh 17, SKN-1 inh -22, NRP1-CendR mod -2, MsrA inh 0.1, PABP1 MLLE inh 1, MsrA act 0, Tb MetRS inh -0.8, MT1-MMP act inh 0 and eLon inh 3.
COc1ccc(CCNC(=O)CSc2nnc(-c3ccc(F)cc3)c3ccccc23)cc1OC was read as FAS-TE inh -3, SKN-1 inh 2, NRP1-CendR mod -11, MsrA inh -0.4, PABP1 MLLE inh 9, MsrA act -6, Tb MetRS inh -0.3, MT1-MMP act inh 0 and eLon inh -13.
Screening OC(CNC1Cc2ccccc2C1)COc1ccc(Cl)cc1 (stereo not given) returned FAS-TE inh -4, SKN-1 inh 11, NRP1-CendR mod 6, MsrA inh -0.2, PABP1 MLLE inh 8, MsrA act 2, Tb MetRS inh -0.4, MT1-MMP act inh 0 and eLon inh 2.

2 consecutive compounds already listed, for reference:
COc1ccc(CCNC(=O)CSc2nnc(-c3ccc(F)cc3)c3ccccc23)cc1OC was read as FAS-TE inh -3, SKN-1 inh 2, NRP1-CendR mod -11, MsrA inh -0.4, PABP1 MLLE inh 9, MsrA act -6, Tb MetRS inh -0.3, MT1-MMP act inh 0 and eLon inh -13.
Screening OC(CNC1Cc2ccccc2C1)COc1ccc(Cl)cc1 (stereo not given) returned FAS-TE inh -4, SKN-1 inh 11, NRP1-CendR mod 6, MsrA inh -0.2, PABP1 MLLE inh 8, MsrA act 2, Tb MetRS inh -0.4, MT1-MMP act inh 0 and eLon inh 2.

Gathered by group: the entries above containing an aryl methoxy group.
`COc1ccc(OC)c(CN2CCN(Cc3cccc4ccccc34)CC2)c1` gave FAS-TE inh 17, SKN-1 inh -22, NRP1-CendR mod -2, MsrA inh 0.1, PABP1 MLLE inh 1, MsrA act 0, Tb MetRS inh -0.8, MT1-MMP act inh 0 and eLon inh 3.
COc1ccc(CCNC(=O)CSc2nnc(-c3ccc(F)cc3)c3ccccc23)cc1OC was read as FAS-TE inh -3, SKN-1 inh 2, NRP1-CendR mod -11, MsrA inh -0.4, PABP1 MLLE inh 9, MsrA act -6, Tb MetRS inh -0.3, MT1-MMP act inh 0 and eLon inh -13.

The results go on:
Cc1ccc(C(=O)NN2C(=O)C3C4C=CC(C4)[C@@H]3C2=O)cc1 (stereo not given in full) was read as FAS-TE inh -5, SKN-1 inh 1, NRP1-CendR mod 17, MsrA inh 1.0, PABP1 MLLE inh -8, MsrA act -2, Tb MetRS inh -0.9 and eLon inh 14.
`O=S(=O)(NCc1ccc2c(c1)OCO2)c1ccc(F)cc1` gave FAS-TE inh -3, SKN-1 inh 1, NRP1-CendR mod -7, MsrA inh -0.3, PABP1 MLLE inh 5, MsrA act -9, Tb MetRS inh 2.1, MT1-MMP act inh 3 and eLon inh -14.
Screening COc1ccc(NC(=O)c2ccc(NC(=O)c3nc4nc(C)cc(C)n4n3)cc2)cc1 returned FAS-TE inh -2, SKN-1 inh -5, NRP1-CendR mod -1, MsrA inh 0.1, PABP1 MLLE inh -5, MsrA act -9, Tb MetRS inh -0.6, MT1-MMP act inh 5 and eLon inh 3.
CN1CCN(c2ccc([N+](=O)[O-])cc2NC(=O)c2ccccc2)CC1 was read as FAS-TE inh 2, SKN-1 inh -7, NRP1-CendR mod -11, MsrA inh 1.3, PABP1 MLLE inh -1, MsrA act -7, Tb MetRS inh -0.9, MT1-MMP act inh 1 and eLon inh -5.
Screening COc1cccc(N2CCN(S(=O)(=O)c3cccc4cccnc34)CC2)c1 returned FAS-TE inh 11, SKN-1 inh 9, NRP1-CendR mod 11, MsrA inh -0.2, PABP1 MLLE inh -14, MsrA act -3, Tb MetRS inh -0.7, MT1-MMP act inh -1 and eLon inh -2.
For CCOc1ccc(CN(C(=O)c2cc(=O)c3cc(C)cc(C)c3o2)C2CCS(=O)(=O)C2)cc1 (stereo not given) the results were FAS-TE inh 13, SKN-1 inh -24, NRP1-CendR mod 8, MsrA inh 1.5, PABP1 MLLE inh -3, MsrA act -12, Tb MetRS inh -0.2, MT1-MMP act inh -3 and eLon inh 0.
For Cc1ccc2nc3c(c(N)c2c1)CCN3c1ccccc1 the results were FAS-TE inh 6, SKN-1 inh -1, NRP1-CendR mod 12, MsrA inh 1.9, PABP1 MLLE inh -8, MsrA act -1, Tb MetRS inh 0.2, MT1-MMP act inh 8 and eLon inh 12.
`O=S(=O)(c1cccc(-c2nc3ccccc3s2)c1)N1CCOCC1` gave FAS-TE inh 18, SKN-1 inh -23, NRP1-CendR mod -7, MsrA inh 0.7, PABP1 MLLE inh 8, MsrA act -4, Tb MetRS inh -0.9, MT1-MMP act inh 3 and eLon inh -3.
`Cc1ccc(C(=O)/C=C/c2c[nH]c3ccccc23)cc1` gave FAS-TE inh 2, SKN-1 inh 18, NRP1-CendR mod -103, MsrA inh 0.8, PABP1 MLLE inh -8, MsrA act -4, Tb MetRS inh 0.7, MT1-MMP act inh 2 and eLon inh -7.
For COCCN(CC(=O)NCC1CCCO1)C(=O)CCC(=O)Nc1ccccn1 (stereo not given) the results were FAS-TE inh -7, SKN-1 inh 0, NRP1-CendR mod -4, MsrA inh 0.2, PABP1 MLLE inh -9, MsrA act -1, Tb MetRS inh 0.0, MT1-MMP act inh -2 and eLon inh 6.
Screening O=C(NC(=S)Nc1ccc(S(=O)(=O)Nc2nccs2)cc1)c1cccnc1 returned FAS-TE inh -6, SKN-1 inh -12, NRP1-CendR mod 16, MsrA inh -0.1, PABP1 MLLE inh 41*, MsrA act -2, Tb MetRS inh 0.7, MT1-MMP act inh -6 and eLon inh -2.
CC1=C(C(=O)OC2CCCC2)C(c2coc3ccc(C)cc3c2=O)C2=C(CCCC2=O)N1 (stereo not given) was read as FAS-TE inh 6, SKN-1 inh 3, NRP1-CendR mod -2, MsrA inh 2.5, PABP1 MLLE inh 2, MsrA act -5, Tb MetRS inh -0.7, MT1-MMP act inh -1 and eLon inh 1.
COCCN1C(=O)C(=O)/C(=C(/O)c2ccc(S(=O)(=O)N3CCOCC3)cc2)C1c1cccc([N+](=O)[O-])c1 (stereo not given) was read as FAS-TE inh -4, SKN-1 inh 3, NRP1-CendR mod 2, PABP1 MLLE inh -2, MsrA act -3, Tb MetRS inh -0.2, MT1-MMP act inh 4 and eLon inh -2.
`O=C(NC1CCS(=O)(=O)C1)Oc1ccc(Cl)cc1` (stereo not given) gave FAS-TE inh -4, SKN-1 inh 4, NRP1-CendR mod -10, MsrA inh 1.7, PABP1 MLLE inh 0, MsrA act -2, Tb MetRS inh -0.4, MT1-MMP act inh -1 and eLon inh -4.
COc1ccc(CCC(=O)NC2CCCCC2)cc1 was read as FAS-TE inh -4, SKN-1 inh 6, NRP1-CendR mod 6, MsrA inh 0.0, PABP1 MLLE inh 12, MsrA act -2, Tb MetRS inh -0.4, MT1-MMP act inh 0 and eLon inh 1.
Screening CSc1ccc(NC(=O)C2(C)CCN2C(=O)C2(c3ccccc3)CC2)cc1 (stereo not given) returned FAS-TE inh 14, SKN-1 inh -13, NRP1-CendR mod -4, MsrA inh -1.0, PABP1 MLLE inh -2, MsrA act -1, Tb MetRS inh 0.0, MT1-MMP act inh -1 and eLon inh -2.
For O=C(O)CCCN1C(=O)C2C3CCC(O3)C2C1=O (stereo not given) the results were FAS-TE inh -16, SKN-1 inh 6, NRP1-CendR mod -1, MsrA inh 0.4, PABP1 MLLE inh 8, MsrA act 3, Tb MetRS inh -0.7, MT1-MMP act inh 6 and eLon inh -16.
Screening COc1ccccc1OCC(=O)Sc1ccc(C)cc1 returned FAS-TE inh 15, SKN-1 inh -2, NRP1-CendR mod -8, MsrA inh -0.1, PABP1 MLLE inh 36*, MsrA act -13, Tb MetRS inh -0.4, MT1-MMP act inh -6 and eLon inh -3.
CCCC1=NN(C(=O)Cc2ccc(OC)cc2)C(O)(C(F)(F)F)C1 (stereo not given) was read as FAS-TE inh -4, SKN-1 inh -2, NRP1-CendR mod 4, MsrA inh 0.1, PABP1 MLLE inh -8, MsrA act -2, Tb MetRS inh -0.4, MT1-MMP act inh -1 and eLon inh -16.
For CCc1ccccc1NC(=O)c1cnn(-c2ccccc2)c1C the results were FAS-TE inh -4, SKN-1 inh 9, NRP1-CendR mod -10, MsrA inh -1.8, PABP1 MLLE inh 1, MsrA act -5, Tb MetRS inh -0.8, MT1-MMP act inh -2 and eLon inh 5.
